WT yeast gro inh: growth inhibition of WT strain, primary screen, mitochondrial fusion inhibitor project, WT and mutant strains, chemical genetic; mitochondrial fusion phenotypic screen; 190,000 compounds, 2.1% hits; AID 1362, 2008; inhibition, % at 10 µM; in the data active = inhibition above about 58%; tested in S. cerevisiae
Yfh1-depleted yeast: enhancers of respiration in Yfh1-depleted yeast, dose response, Friedreich's ataxia, plus single-dose screen (AID 1465). S. cerevisiae Yfh1-off respiration, WST-1 reduction, 72 h; higher fold induction means a stronger effect. fold induction at 50 µM; hits with a dose series show EC50 in µM. 220,000 compounds, 0.074% hits;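 active = fold induction of absorbance versus untreated yeast above a set limit, then at least 30% activation at any dose in follow-up; inconclusive = repeats straddling the limit, or above it without dose testing; inactive = fold induction below the set limit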;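 also: activators that raise dye reduction in frataxin-depleted yeast; strong numbers were not always called active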
MT stabilize HCS: microtubule stabilizers in HeLa cells, primary screen, imaging, high-content imaging | % tubulin-high responders, % at 10 µM | HeLa tubulin immunostaining HCS, 24 h; share of cells brighter than vehicle mean+2SD | 200,000 compounds, 0.83% hits | AID 2205, 2009;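 active = plate Z-score above 3 for both tubulin-high and condensed-nucleus cell shares, with cell loss under 80%, at 10 µM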;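 also: anti alpha tubulin signal scored within the nucleus-defined area of each cell; some results filed as inactive read as strong as hits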
Dynein transport: inhibitors of GR-EGFP nuclear translocation, primary screen, dynein cargo transport inhibitor project, imaging, high-content, 3617.4 mouse cells; 220,000 compounds, 0.47% hits; test concentration mostly 20 µM; stimulated with dexamethasone, 1 µM; hits give low values; z-score, hits read low;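 active = plate z-score of nuclear minus cytoplasmic receptor signal below a set negative limit, without overly bright fluorescence or cell loss, cut at about -3.5 in these data, passing the limit was not always enough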;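 also: z-score of nuclear minus cytoplasmic ring GR-EGFP intensity difference per well; some compounds called inactive have numbers as strong as hits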
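Buffer or medium: tetracycline-free induction medium containing charcoal-stripped FBS / Reagent: dexamethasone agonist, 1.0 µM final, for 30 min / Technique: automated 10x imaging of fixed Hoechst-stained cells / Times: induction 48 h, compound 1 h, agonist 30 min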
bCat nuc transl: modulators of beta-catenin nuclear translocation, primary screen, imaging, HeLa cells, immunofluorescence, high-content. nuclear translocation activity, % at 5 µM. 190,000 compounds, 0.3% hits;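 active = nuclear translocation activity above 50% at 5 µM, with a well cell count of 50 or more; inconclusive = wells under 50 cells across six images, flagged as toxic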;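 also: per-cell ratio of nuclear to cytoplasmic median beta-catenin stain intensity; plate controls were DMSO negative control for no effect and GSK-3 inhibitor IX positive control for full effect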
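Assay system: human HeLa cells, native beta-catenin; doses: 5 µM primary, 0.02–20 µM confirmation; incubation: compound treatment 24 h, 37°C, 5% CO2; technique: fluorescence imaging of beta-catenin antibody stain plus DAPI; measure: % activation, nuclear-to-cytoplasmic median beta-catenin signal ratio per cell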
Insulin prom up: insulin promoter activators in MIN6 cells, imaging, high-content screening, mouse beta cells; MIN6 insulin promoter-GFP reporter; hits give high values; z-score at 5 µM; 190,000 compounds, 0.3% hits;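 active = z-score above 3 at 5 µM with at least 500 cells counted in the well; inconclusive = wells under 500 cells, flagged as cytotoxic or low count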
Autophagy HCS: autophagy modulators in MEF cells, primary screen, imaging, high-content, MEF GFP-LC3; AID 463193, 2010; calls only at 10 µM (by protocol); 190,000 compounds, 0.98% hits; MEF GFP-LC3 puncta imaging; test concentration mostly 10 µM;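 active = percentage of spot-positive cells more than 3 SD above its plate mean, without a fluorescence outlier flag or 80% toxicity; inconclusive = no clear call, values can overlap the other calls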;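 also: spot-positive cell cutoff set from DMSO-treated cells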
AID2073: inhibitors of Mint1-CaV2.2 protein interaction, biochemical, HTRF (AID 2073); Voltage-dependent N-type calcium channel subunit alpha-1B (Homo sapiens); HTRF protein-protein interaction, Mint1-CaV2.2; higher % means a stronger effect; inhibition, % at 20 µM; hits with a dose series show IC50 in µM; 290,000 compounds, 0.19% hits; in the data active = inhibition mostly above about 51%, no sharp cut-off; inconclusive = no clear call, values can overlap the other calls; inactive = mostly below about 53%; also: some results filed as inactive read as strong as hits
HIV fusion peptide: inhibitors of HIV fusion peptide binding, primary screen, biochemical, uHTS, fluorescence dequenching (AID 1986). cell-free peptide binding, fluorescence dequenching, 30 min; higher % means a stronger effect. inhibition, % at 20 µM, or IC50 in µM where a hit was titrated. 290,000 compounds, 0.3% hits; in the data active = inhibition mostly above about 52%, no sharp cut-off; inactive = mostly below about 76%; also: some results filed as inactive read as strong as hits
WT yeast gro inh mutant strain: recorded beside WT yeast gro inh, whose call it bears; inhibition, %; mitochondrial fusion phenotypic screen, mutant strain inhibition
Dynein transport cytoplasmic EGFP: second read-out of Dynein transport, no call of its own (marks repeat the call); z-score; measured here: cytoplasmic GR-EGFP intensity; hits give high values
Dynein transport nuclear GR-EGFP: recorded beside Dynein transport, whose call it bears; z-score; measured here: nuclear GR-EGFP intensity;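 lower value marks the stronger effect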
Dynein transport cell count: second read-out of Dynein transport, no call of its own (marks repeat the call); z-score; measured here: cell count per field
Insulin prom up cell count: also measured in Insulin prom up; calls as there; cell count; measured here: cytotoxicity, nuclei count;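 total cells summed across four imaged fields per well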
bCat nuc transl cell count 5 µM: recorded beside bCat nuc transl, whose call it bears; cell count; measured here: cell count, cytotoxicity flag
MT stabilize HCS Hoechst-high %: recorded beside MT stabilize HCS, whose call it bears; % Hoechst-high responders; measured here: nuclear condensation Hoechst responders;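 share of cells brighter than vehicle mean plus two SD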
MT stabilize HCS cytotoxicity %: second read-out of MT stabilize HCS, no call of its own (marks repeat the call); toxicity, %; measured here: cytotoxicity by cell density;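 0% = mean cell density of plate MIN control wells and 100% = no cells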
Autophagy HCS cell loss 18 h: also measured in Autophagy HCS; calls as there; toxicity, %; measured here: cell loss, nuclei count;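 cell loss after 18 h compound exposure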
The depositor's hits bear a star; i = inactive; ? = inconclusive; . = no result given.

SMILES	WT yeast gro inh	WT yeast gro inh mutant strain	Yfh1-depleted yeast	MT stabilize HCS	MT stabilize HCS Hoechst-high %	MT stabilize HCS cytotoxicity %	Dynein transport	Dynein transport cytoplasmic EGFP	Dynein transport nuclear GR-EGFP	Dynein transport cell count	bCat nuc transl	bCat nuc transl cell count 5 µM	Insulin prom up	Insulin prom up cell count	Autophagy HCS	Autophagy HCS cell loss 18 h	AID2073	HIV fusion peptide
Cc1cccc2[nH]c(CN(C)Cc3nc(CC4CC4)no3)nc12	1.7	-9.2	i	2.4	1.6	5.2	0.116	0.421	0.467	0.679	-1.4	952	.	.	i	6.4	?	1.4%
O=C(NCCCn1ccnc1)c1sc2cccc(F)c2c1Cl	-9.2	-10.1	i	3.1	3.8	4.7	-0.887	-0.231	-0.26	1.14	-0.1	1087	0.45	840	i	-2.2	-0.9%	-4.3%
CCN1CCN(Cc2ccc(OCc3ccccc3)c(OC)c2)CC1	-2.3	8.7	i	4.9	1.9	6.9	1.35	-0.0437	0.153	-0.458	0.4	1351	-0.44	1540	i	1.3	48.2%	0.9%
COC(=O)C1CCN(C(=O)c2ccc(SC)cc2OC)CC1	3.0	-4.7	i	3.0	1.6	11.0	-0.226	-0.00546	-0.0392	0.782	-2.7	1159	0.49	1094	i	-1.5	-6.7%	-0.3%
COc1ccc(C(=O)N(c2ccccc2)C2C=CS(=O)(=O)C2)cc1 (stereo not drawn)	1.1	-15.7	i	3.8	2.5	8.1	-0.221	-0.304	0.0926	0.323	-1.8	1143	-2.93	603	i	-5.4	1.4%	-0.4%
CCc1nn(CC(=O)NCCCN2CCCC2=O)c(=O)c2cc3sccc3n12	9.7	0.5	i	5.5	2.7	12.4	0.0835	-0.126	0.167	-0.339	-3.2	1072	0.71	2085	i	-6.7	13.7%	3.3%
O=C(Cn1nc(C(F)(F)F)c2c1CCCC2)N1CCOCC1	-9.6	-6.8	i	1.6	2.3	5.9	0.152	-0.187	0.0379	-0.513	-0.6	1555	.	.	i	-14.5	-2.4%	-1.8%
Cc1cccc(N(CC(=O)N=Nc2c(O)[nH]c3ccccc23)S(C)(=O)=O)c1C	28.6	3.2	i	2.5	1.8	8.2	-0.256	0.597	0.377	-0.0908	1.8	1152	-1.48	846	i	-13.1	-2.1%	-1.7%
O=C(Cn1cnc2ccccc2c1=O)NCCC(=O)N1CCN(c2ccccc2)CC1	-0.1	5.2	i	3.7	2.3	4.9	2.25	0.0575	1.16	-1.13	.	.	0.39	1274	i	6.4	-7.2%	-2.9%
Cc1c(Cl)cccc1NC(=S)Nc1ccc2[nH]c(=O)[nH]c2c1	.	.	i	.	.	.	-1.32	-0.193	-0.02	-0.508	-0.7	1359	0.44	1139	.	.	-18.2%	-2.6%
O=C(CCC1CCCN(C(=O)c2ccc3c(c2)OCO3)C1)NCc1ccc(F)c(F)c1 (stereo not drawn)	-2.7	-5.1	i	1.5	1.9	5.1	0.123	-0.156	0.141	-0.711	0.9	1011	.	.	i	-11.6	-0.1%	0.3%
COC(=O)CSc1nnc(-c2ccc(S(=O)(=O)NCc3ccccc3Cl)cc2)o1	5.4	1.7	i	1.7	1.2	2.0	1.32	0.0546	1.46	-1.39	-3.2	1146	0.03	1024	i	25.4	-3.3%	-2.1%
O=C(CN1CC(=O)Oc2ccccc21)OCC(=O)c1ccc(F)cc1	-9.3	-3.2	i	4.1	1.0	1.6	0.769	-0.231	0.000493	0.453	-1.3	1117	0.69	1224	i	6.3	-11.5%	-0.7%
Cc1nn(Cc2ccc(F)cc2)c(Cl)c1/C=N/NC(=O)c1cccnc1	-18.0	-8.6	i	2.4	2.4	7.1	0.0404	-0.246	0.464	-0.118	0.9	922	-0.02	1235	i	-4.1	2.1%	-0.3%
Cc1ccc(Cn2nc(C)c(NC(=O)c3cc(-c4ccco4)on3)c2C)cc1	0.8	18.5	.	1.4	1.7	10.9	-0.505	-0.182	-0.25	0.0728	.	.	.	.	i	27.4	-5.4%	7.3%
NS(=O)(=O)c1ccc(NC(=O)COC(=O)CCc2c[nH]c3ccccc23)cc1	-15.1	-2.3	i	5.0	2.0	9.1	-0.384	-0.269	0.31	0.624	1.2	1029	0.27	1285	i	-2.3	2.7%	1.8%
O=[N+]([O-])c1ccc(CN2CCN(Cc3c[nH]c4ccccc34)CC2)cc1	3.6	10.3	i	4.3	3.1	11.4	2.1	-0.346	1.32	-0.494	-1.6	1136	-0.18	1173	i	34.3	0.3%	-0.8%
O=C(COC(=O)Cn1cnc2ccccc21)Nc1cccc2c1C(=O)c1ccccc1C2=O	6.1	11.2	i	2.5	2.0	2.8	-0.153	-0.144	-0.172	-0.298	6.2	830	-0.13	1509	i	27.9	16.1%	-2.1%
CCSc1cc(N2CC(C)OC(C)C2)nc(-c2ccccc2Cl)n1 (stereo not drawn)	6.8	-6.8	i	2.7	1.7	7.5	0.00952	-0.258	0.44	0.0349	3.1	963	.	.	i	-9.5	-1.7%	-2.1%
COCCCNC(=O)CSc1nc2ccccc2c(=O)n1CCCC(=O)NCC1CCCO1 (stereo not drawn)	9.6	24.5	i	1.8	2.9	18.2	0.965	-0.297	1.09	-0.82	-3.7	976	-0.36	1351	i	51.5	7.9%	2.2%
Cc1occc1C(=O)Nc1cc(C(F)(F)F)ccc1Cl	-4.8	11.9	i	3.4	1.9	7.2	-0.055	-0.246	0.289	0.892	.	.	.	.	i	-0.2	-5.6%	0.5%
Cc1ccc(Cl)cc1N1CCN(Cc2cc3c(cc2O)CCC3)CC1	-8.4	-46.3	i	1.3	1.9	7.0	-0.52	-0.183	0.0767	0.76	-6.6	1238	-0.3	821	i	27.3	-2.8%	-0.6%
O=CNC(=O)c1ccccc1C(=O)O	-3.7	6.9	i	2.5	1.9	2.7	-0.296	-0.186	-0.155	0.808	.	.	0.28	1363	i	-12.1	0.8%	-0.3%
CCOc1ccc(NC(=O)CCC(=O)O)cc1	.	.	i	0.4	1.3	5.9	0.382	-0.399	0.253	-0.141	-4.0	1192	-0.01	885	i	8.7	6.7%	-1.7%
COc1ccc(-c2nnc(SCC(=O)Nc3cccc(Cl)c3)o2)cc1	4.8	-20.3	i	2.0	2.0	3.4	-0.457	-0.201	-0.105	0.692	-2.1	1418	-0.58	1345	i	-3.6	29.6%	21.2%
COc1ccc(/C=C/C(=O)OCCNC(=O)c2ccncc2)cc1OC	-17.1	27.8	i	2.4	2.0	12.7	-0.844	-0.371	-0.285	0.578	-0.3	1082	-0.73	1260	i	-2.6	11.3%	1.2%
CCC(=O)N1CCc2cc(S(=O)(=O)N3CCN(C(=O)c4ccco4)CC3)ccc21	6.9	27.1	i	1.2	1.6	7.5	-0.111	-0.179	-0.115	-0.132	-4.1	1164	1.69	1213	i	2.4	1.4%	-3.9%
Cc1ccc(S(=O)(=O)N2CCC(=O)N(C(COCc3ccc(C(F)(F)F)cc3)Cc3ccccc3)CC2)cc1 (stereo not drawn)	11.2	-6.4	i	2.7	3.1	14.1	0.689	-0.286	0.63	0.178	.	.	-1.5	1052	i	-10.7	9.2%	-0.9%
CC(C)CC(=O)Nc1ccc2c3c(cccc13)CC2	8.0	8.9	i	5.0	1.2	3.4	-0.788	-0.195	-0.292	1.18	-1.9	1111	0.06	1417	i	4.7	1.0%	3.0%
O=C(Nc1nc2ccccc2[nH]1)c1ccc([N+](=O)[O-])cc1	8.4	6.9	i	3.1	1.3	0.8	1.53	-0.13	0.953	-0.956	-0.3	1125	.	.	i	22.5	12.3%	0.5%
O=C(c1ccc(S(=O)(=O)Nc2ccc(F)cc2)cc1)N1CCN(C(=O)c2ccco2)CC1	4.5	9.8	i	1.1	1.3	9.3	0.0586	-0.0925	0.356	0.375	-2.4	1132	-2.36	622	i	6.2	-2.5%	0.0%
COc1ccccc1OC1OC2COC(c3ccco3)OC2C(O)C1NC(C)=O (stereo not drawn)	-27.7	2.1	i	3.2	2.7	9.3	0.281	-0.237	0.435	-0.649	0.1	1101	-0.24	1564	i	-6.7	3.2%	-1.9%
Cc1cc2ccccc2n1CCC(=O)O	7.5	5.9	i	1.8	1.2	0.3	0.352	-0.208	-0.445	0.853	-0.5	1489	0.26	1421	i	13.1	5.5%	3.2%
Cc1ccccc1CN1CCN(S(=O)(=O)c2ccc(F)cc2)CC1	28.3	-4.3	i	4.2	1.5	6.9	-0.32	-0.254	-0.351	0.14	-1.2	1197	-0.4	1129	i	-1.2	10.3%	2.4%
CCc1c(C)c2cc(Cl)c(O)c(CN(CC)CC)c2oc1=O	-1.6	-0.5	i	6.2	4.5	7.7	1.62	-0.076	0.859	-1.71	.	.	0.01	1258	i	-2.8	43.5%	5.5%
Cc1ccc(-c2cc(-c3ccccc3)c(C#N)c(N)n2)o1	64.9*	1.0*	i	3.9	2.4	6.6	-2.8	0.327	-0.888	0.22	-2.6	1064	-0.07	1966	i	-2.2	-11.3%	19.1%
CCN(CC)c1nc(C)nc2c1cnn2CCc1ccccc1	4.1	8.2	i	1.6	1.7	8.7	0.575	-0.0615	0.542	-0.939	-4.1	1165	-0.04	890	i	-4.7	9.3%	0.0%

Source: PubChem BioAssay (several laboratories)
